Compound activity: PubChem, Sanford-Burnham Center for Chemical Genomics
SENP6 inh – SENP6 protease inhibition; Recombinant SENP6 catalytic domain, aminoluciferin luminescence; inhibition, % at 10 µM; 330,000 compounds, 1.8% hits;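 active = inhibition above about 50% at the single tested dose, limit read from the data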;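 note: plate controls were DMSO wells with enzyme for no effect and DMSO wells lacking enzyme for full effect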
Apaf1 inhib – blocks human Apaf-1 apoptosome activity. O14727. reconstituted apoptosome caspase-3 activity, DEVD-Rh110 fluorescence. inhibition, % at 20 µM. 330,000 compounds, 0.71% hits. AID 489030; active = inhibition of at least 40% at 20 µM;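 note: plate controls were DMSO wells for no effect and DEVD-CHO caspase inhibitor wells for full effect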
Target sequence (O14727 whole entry, looked up): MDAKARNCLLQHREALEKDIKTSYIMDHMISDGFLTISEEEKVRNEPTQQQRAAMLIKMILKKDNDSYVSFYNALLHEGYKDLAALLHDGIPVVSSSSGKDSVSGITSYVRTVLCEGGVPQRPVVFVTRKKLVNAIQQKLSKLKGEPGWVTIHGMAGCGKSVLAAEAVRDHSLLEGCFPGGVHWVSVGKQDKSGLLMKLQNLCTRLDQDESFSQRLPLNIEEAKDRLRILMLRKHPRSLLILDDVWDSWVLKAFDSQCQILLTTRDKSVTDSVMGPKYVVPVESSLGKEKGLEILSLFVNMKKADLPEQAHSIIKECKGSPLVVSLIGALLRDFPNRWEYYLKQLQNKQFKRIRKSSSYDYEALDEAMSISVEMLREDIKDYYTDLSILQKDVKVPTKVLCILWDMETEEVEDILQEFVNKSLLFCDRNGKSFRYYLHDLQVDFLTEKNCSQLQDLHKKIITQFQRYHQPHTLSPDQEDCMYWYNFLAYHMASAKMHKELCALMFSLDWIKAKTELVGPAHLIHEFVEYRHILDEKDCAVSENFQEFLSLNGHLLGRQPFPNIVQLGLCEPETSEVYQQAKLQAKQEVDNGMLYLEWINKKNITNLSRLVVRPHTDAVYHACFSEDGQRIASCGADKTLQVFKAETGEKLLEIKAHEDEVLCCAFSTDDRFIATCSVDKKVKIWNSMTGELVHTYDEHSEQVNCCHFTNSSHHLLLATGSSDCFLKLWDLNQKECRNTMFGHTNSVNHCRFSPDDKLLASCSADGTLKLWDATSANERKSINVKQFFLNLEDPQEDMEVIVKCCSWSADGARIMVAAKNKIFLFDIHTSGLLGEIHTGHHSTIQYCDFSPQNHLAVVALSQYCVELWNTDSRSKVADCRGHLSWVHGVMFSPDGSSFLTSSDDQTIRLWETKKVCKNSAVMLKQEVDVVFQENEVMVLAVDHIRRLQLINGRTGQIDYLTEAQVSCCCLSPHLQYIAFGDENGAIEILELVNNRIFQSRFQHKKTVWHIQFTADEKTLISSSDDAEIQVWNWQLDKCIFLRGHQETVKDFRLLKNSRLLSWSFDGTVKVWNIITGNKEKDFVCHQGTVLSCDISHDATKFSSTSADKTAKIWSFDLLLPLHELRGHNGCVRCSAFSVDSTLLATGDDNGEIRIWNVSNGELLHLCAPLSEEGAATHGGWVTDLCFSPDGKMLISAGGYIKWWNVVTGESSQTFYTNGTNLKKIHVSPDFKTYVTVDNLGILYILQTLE
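Assay system – apoptosome proteins · Medium – Hepes buffer, pH 7.5 · Also added – cytochrome c with DEVD-Rh110 · Timing – 30 min compound preincubation, 50 min activation, room temperature · Detection – Rh110 fluorescence, excitation 480 nm, emission 540 nm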
SENP1 inh – SENP1 (human) catalytic domain inhibition; Q9P0U3; recombinant SENP1 catalytic domain, CyPet-SUMO1-YPet FRET cleavage; inhibition, % at 10 µM; 360,000 compounds, 0.21% hits;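 active = inhibition at least 30% at 10 µM, raw YFP signal under a set limit, fluorescence ratio 0.5 to 1.5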;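 note: 0% = enzyme with DMSO and 100% = no enzyme wells; some results filed as inactive read as strong as hits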
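System: Recombinant human SENP1 catalytic domain, His6-tagged | Incubation: Enzyme reaction for 50 min at room temperature, dark | Medium: Tris pH 8 with BME, BSA, NP40 and catalase | Also added: 25 nM SUMO1 FRET substrate | Compound: 10 µM single point, 0.5% DMSO | Measured by: FRET fluorescence in CFP and YFP emission channels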
SENP8 block-1 – blocks human SENP8 cleavage of Nedd8 substrate. inhibition, % at 20 µM. AID 602440. Q96LD8. 360,000 compounds, 0.64% hits. recombinant SENP8, Nedd8 substrate fluorescence; in the data active = inhibition mostly above about 40%, no sharp cut-off; inactive = mostly below about 27%
SENP7 block – inhibitors of human SENP7 protease; Q9BQF6; recombinant SENP7, Z-RLRGG-aminoluciferin luminescence, 40 min; AID 434973; inhibition, % at 5 µM; 330,000 compounds, 1.5% hits;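 active = inhibition above about 50% at the single test dose, limit read from the data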;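 note: plate controls were DMSO with enzyme for no effect and no enzyme buffer wells for full effect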
SENP8 block-2 – blocks the human protease SENP8. purified SENP8, Z-RLRGG-aminoluciferin cleavage, luminescence. inhibition, % at 10 µM. 330,000 compounds, 1.2% hits. AID 2540; in the data active = inhibition above about 50%
HKDC1 inhibitor – blocks human hexokinase HKDC1 activity | Q2TB90 | recombinant HKDC1, G6PDH/diaphorase resazurin coupled fluorescence | inhibition, % at 20 µM | 340,000 compounds, 0.16% hits | AID 493160;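 active = inhibition above about 35% when tested at 20 µM, limit read from the data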;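 note: plate controls were DMSO wells with enzyme for no effect and DMSO wells lacking enzyme for full effect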
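Material – in-house recombinant HK5 (HKDC1) enzyme · Quantity – HKDC1 at 5 µg/mL · Buffer or medium – pH 8.0 Tris buffer with 10 mM MgCl2 · Reagent – glucose with 1 mM ATP · Dosing – single 20 µM dose · Times – reaction time 90 min, room temperature, protected from light · Technique – resorufin fluorescence at 613 nm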
PfGluPho inh – PfG6PD (Plasmodium falciparum) enzyme inhibition. PfGluPho enzyme, NADPH resazurin-diaphorase fluorescence. inhibition, % at 20 µM. 350,000 compounds, 0.78% hits;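 active = inhibition reaching at least a set limit at 20 µM in the primary screen, cut at about 59% in these data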;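 note: 0% = DMSO wells with substrate and 100% = DMSO wells lacking glucose-6-phosphate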
* = called active by the depositor; i = inactive; . = no result given.

SMILES,SENP8 block-1,SENP7 block,SENP6 inh,SENP1 inh,PfGluPho inh,SENP8 block-2,Apaf1 inhib,HKDC1 inhibitor
CCOc1ccc(/C=N/NC(=O)c2ccccc2NC(=O)c2ccc(OC)cc2)cc1,-106,2,-1,1,-2,-12,10,1
O=C(NCc1ccco1)c1ccc(C(=O)NCc2ccco2)cc1,-7,.,.,2,-2,.,.,-1
Cc1cc(F)ccc1NC(=O)c1cccnc1,8,3,-10,1,-12,-1,-6,-6
CN(C)S(=O)(=O)c1ccc(NC(=O)CN2CCN(c3ccccn3)CC2)cc1,17,5,11,0,3,8,-5,1
NS(=O)(=O)c1ccc(NCc2ccccc2OCc2ccccc2F)cc1,14,3,-8,2,5,-14,14,-5
CCc1ccc(-c2cc(C)no2)cc1S(=O)(=O)NCCc1ccc(OC)c(OC)c1,8,7,28,0,-7,6,20,1
N#Cc1cc2c(N)c(C(=O)Nc3ccccc3)sc2nc1N,.,9,-3,.,.,1,8,.
CCCNC(=S)Nc1ccc2nc(-c3ccccn3)c(-c3ccccn3)nc2c1,-300,4,-5,-29,36,3,23,8
Cc1cccc(-n2c(O)cnc2Nc2nc(C)cc(C)n2)c1,0,-3,-9,1,-22,-8,-10,-3
O=C(O)c1ccc(CSc2nnc(-c3ccncc3)n2-c2ccc(Cl)cc2)cc1,17,-5,-32,-1,-26,-5,-11,-6

Shown with values under each structure: part of the list above
Every second line gives: SENP8 block-1 | SENP7 block | SENP6 inh | SENP1 inh | PfGluPho inh | SENP8 block-2 | Apaf1 inhib | HKDC1 inhibitor
CCCNC(=S)Nc1ccc2nc(-c3ccccn3)c(-c3ccccn3)nc2c1
 : -300 | 4 | -5 | -29 | 36 | 3 | 23 | 8
Cc1cccc(-n2c(O)cnc2Nc2nc(C)cc(C)n2)c1
 : 0 | -3 | -9 | 1 | -22 | -8 | -10 | -3

Further structures
SMILES,SENP8 block-1,SENP7 block,SENP6 inh,SENP1 inh,PfGluPho inh,SENP8 block-2,Apaf1 inhib,HKDC1 inhibitor
CC1C(c2ccccc2)=NNc2nc3c(c(=O)n(C)c(=O)n3C)n21 (stereo not drawn),.,-6,-8,.,6,-7,0,3
O=C1C=Cc2cccc3ccc(O)c1c23,i,.,.,-31,-5,.,.,2
CCN(CC)C(=O)c1ccc(COc2ccccc2Br)o1,14,-2,-1,0,-13,0,3,-4
Cc1ccc(Cn2nnc3c(=O)[nH]c(C4CCN(S(=O)(=O)c5cc(C)ccc5C)CC4)nc32)cc1,21,1,-16,0,-20,-3,30,7
Cc1ccc(NC(=O)Cc2cn3ccsc3n2)nc1,3,-2,-12,-5,-18,-11,1,-5
COc1ccc(N2CCCC2)c(NC(=O)COc2ccccc2)c1,2,0,-25,-2,2,-2,15,6
Cc1ccccc1CN1CCN(S(C)(=O)=O)CC1,11,3,6,2,3,5,-6,4
Nn1c(SCC(=O)Nc2ccc(Oc3ccccc3)cc2)nnc1C1CC1,11,-3,3,1,1,-3,-6,-2
Cc1ccc(C(=O)NC(=S)NCC(=O)c2ccccc2)cc1,4,-5,0,2,6,0,1,-7
Cc1cc(C)nc(SCC(=O)Nn2cnnc2)n1,9,-1,-2,3,-8,2,-7,0
CCCc1cc(C(=O)NCc2ccc(OC)cc2)no1,11,-3,-15,3,5,-3,0,-8
S=C(NCc1ccco1)N/N=C/c1ccncc1,10,2,-3,0,17,3,-17,-2
O=c1c2ccccc2nnn1CSc1ccc2c(c1)OCCO2,26,63*,16,2,25,49,5,2
Cn1c(CNC(=O)c2ccco2)nnc1SCC(=O)Nc1ccc(Br)cc1F,17,5,-3,-2,-20,-6,6,-8
O=C(CCN1CCN(c2ccc(Cl)cc2)CC1)Nc1nccs1,10,0,-13,1,8,2,-1,0
Cc1c(NC(=O)c2c([N+](=O)[O-])cnn2C)c(=O)n(-c2ccccc2)n1C,8,-9,-14,5,2,4,-2,-6
COc1cc(C(=S)N2CCOCC2)cc(Br)c1OS(=O)(=O)c1ccccc1,8,-14,-20,0,-11,0,3,-1
O=C(c1cc(C(=O)c2ccco2)cc(C(=O)c2ccco2)c1)c1ccco1,11,-5,5,1,-5,4,2,1
O=C(N/C(=C\c1ccc(Cl)cc1)C(=O)N1CCOCC1)c1ccco1,13,1,0,2,-1,-2,-7,-7
Cc1c(/C=N/n2cnnc2)c2ccccc2n1CCOc1ccccc1,13,0,-5,2,36,-1,22,2
CN1C(=O)/C(=C\C=C2/CCCN2C)N(C)C1=S,9,-4,7,-28,-19,-6,9,0
CCOc1cc(S(=O)(=O)NCc2ccc(OC)cc2)c(OCC)cc1-n1cnnn1,-98,-4,-4,1,-20,-6,10,9
O=C(NCc1ccccc1F)C1CC(=O)N(c2ccc3c(c2)OCCO3)C1 (stereo not drawn),7,5,6,0,2,6,-2,0
COc1cc(OC)c2c(-c3cccc(-c4ccc(C(C)=O)cc4)c3)cc(=O)oc2c1,-64,3,.,1,-2,.,20,11
c1ccc(C2=Nn3c(nnc3-c3n[nH]c4c3CCC4)SC2)cc1,17,12,-14,1,47,-5,12,9
O=C(NCc1ccc(N2CCCC2=O)cc1)Nc1cccc2ccccc12,-74,-1,0,1,7,-2,-1,-2
Cc1cccc(NCc2ccccc2O)c1C,29,3,-4,-1,2,-7,2,-3
CCOc1ccccc1CNn1cnnc1,12,0,-24,0,10,-3,-12,-6
CCC(C)[C@H](NC(=O)NCc1ccc(OC)c(OC)c1)C(=O)O (stereo partly drawn),2,3,2,2,12,-5,-3,-4
CCCCC(CC)C(=O)NCc1ccccc1OC (stereo not drawn),-3,3,5,2,1,-3,3,0
COc1cc(-c2n[nH]c(=S)n2-c2cccc(C(F)(F)F)c2)cc(OC)c1OC,11,-7,-18,0,40,-2,8,-7
CCN1CCN(C(=O)c2ccc3c(c2)N(Cc2ccccc2)C(=O)c2ccccc2S3(=O)=O)CC1,20,4,-13,-1,-28,3,1,0
Cc1ccc(NC(=O)Cc2ccc3c(c2)CCCC3)cc1C,8,5,-7,-2,10,0,-7,-4
CC(C)CC1NC(=O)N(CC(=O)N(C)C2CCCCC2)C1=O (stereo not drawn),19,12,4,-1,12,2,-3,3
Cc1cc(C(=O)Nc2ccc(Br)cc2)cs1,6,60*,41,3,45,5,3,-3
Cn1nnc(NC(=O)c2cccc([N+](=O)[O-])c2)n1,1,4,-34,-2,12,0,-6,-2
CC1CN(C(=O)c2cccs2)CCN1C(=O)c1cccs1 (stereo not drawn),20,-7,-13,1,0,-9,-2,-1
Nc1nc(-c2ccc([N+](=O)[O-])cc2)cs1,23,-4,18,15,-11,-4,-2,-9
COc1cccc2[nH]c(C(=O)NCCc3ccccc3)cc12,-268,-1,13,-19,14,1,4,-1
CC1CCCC/C1=N/Nc1ccc([N+](=O)[O-])cc1[N+](=O)[O-] (stereo not drawn),47*,-3,8,1,-14,-3,9,-4

With a hit mark in SENP7 block, of those listed so far:
SMILES	SENP7 block	SENP6 inh	SENP1 inh	PfGluPho inh	SENP8 block-2	HKDC1 inhibitor
O=c1c2ccccc2nnn1CSc1ccc2c(c1)OCCO2	63*	16	2	25	49	2
Cc1cc(C(=O)Nc2ccc(Br)cc2)cs1	60*	41	3	45	5	-3

(cont.)
SMILES,SENP8 block-1,SENP7 block,SENP6 inh,SENP1 inh,PfGluPho inh,SENP8 block-2,Apaf1 inhib,HKDC1 inhibitor
N#Cc1ccc(-c2ccc(F)cc2)nc1Oc1ccccc1,-40,0,-7,-8,10,-2,-6,-11
COc1cc(/C=N/NC(=O)Cc2ccccc2)cc([N+](=O)[O-])c1O,14,5,7,1,2,-5,-13,-2
C[C@@H]1COC(=O)[C@H](Cc2ccc(F)cc2)CC/C=C/C[C@@H](CC(=O)N[C@H](CO)Cc2ccccc2)C(=O)N1,12,5,-2,1,10,1,6,-4
O=C(c1ccc(OC2CCN(CCCc3ccccc3)CC2)cc1)N1CCCC1,4,-1,-5,-1,-3,-1,3,-11
C/C(=N\NC(=S)NCc1ccccc1)c1ccc2ccccc2c1,16,12,-1,1,-2,-5,-10,9
Cc1cc(C(=O)CSc2nc3ccccc3[nH]2)c(C)n1Cc1ccco1,4,-2,-2,-9,7,-9,3,1
O=c1oc2ccc([N+](=O)[O-])cc2c(N2CCOCC2)c1[N+](=O)[O-],.,-5,4,.,.,-7,-3,.
CCn1c(-c2ccoc2C)n[nH]c1=S,7,0,-12,1,13,-3,-18,5
CCn1cc(C(=O)NCCN(CC(C)C)CC(C)C)c(=O)c2cc(S(=O)(=O)N3CCOCC3)ccc21,14,-11,-5,0,5,-11,8,-2
CC1CCCCN1C(=O)c1ccc(COc2ccc([N+](=O)[O-])cc2)o1 (stereo not drawn),18,0,0,2,1,2,8,-5
CN1C(=O)C2C(c3ccc(N(C)C)cc3)=NN(Cc3ccccc3)C2C1=O (stereo not drawn),-3,2,2,2,10,5,4,3
C=CCn1c(=O)c2c(nc3n2CCCN3CCc2ccc(OC)c(OC)c2)n(C)c1=O,9,9,-1,-1,-11,6,15,-1
c1ccc2oc(SCc3cn4ccccc4n3)nc2c1,16,-6,-17,3,-9,-16,5,13
COc1ccccc1OCc1nnc(SCC(=O)c2cc(Cl)ccc2OC)o1,-5,-5,-24,4,44,-4,22,-3
Cc1ccc(C)n1-n1c(C)nc2scc(-c3ccccc3)c2c1=O,15,-2,-8,-1,12,8,1,6
COc1ccc(NC(C)=O)cc1S(=O)(=O)Nc1cccc(S(=O)(=O)NC2=NCCC2)c1,7,3,7,0,-2,9,-12,-1
Cc1ccccc1NC(=O)COC(=O)[C@@H]1CCCN1C(=O)c1cccs1,0,11,-2,0,5,2,0,-4
CC(Nc1ccc2c(c1)OCCO2)C(=O)N1c2ccccc2CC1C (stereo not drawn),26,8,1,1,-3,4,-7,1
O=S(=O)(CC(c1ccccc1)N1CCCCC1)c1ccc(Cl)cc1 (stereo not drawn),10,0,-25,0,2,9,-4,-2
NNc1nnnc2c1sc1nc(N3CCOCC3)c3c(c12)CCCC3,.,-2,-13,.,13,2,-7,30
CC1CCCN(c2nc3c(c(=O)[nH]c(=O)n3C)n2CCSc2nc3ccccc3o2)C1 (stereo not drawn),1,-2,-13,4,19,3,8,12
Cc1nc2sc(C(c3ccc(F)cc3)N3CCOCC3)c(O)n2n1 (stereo not drawn),12,1,-13,1,6,0,2,-10
Cc1cc([N+](=O)[O-])nn1CCCC(=O)NC1CCCCC1,15,2,-5,2,-8,5,-16,-4
O=C(COc1ccc(-c2ccccc2)cc1)N/N=C/c1cc(O)ccc1Br,-25,2,14,2,-8,7,15,0
Cc1ccc(N2CC(C(=O)Nc3ccccc3C(=O)N3CCOCC3)CC2=O)cc1 (stereo not drawn),0,-6,-2,0,-1,-1,-4,6
O=C(/C=C/c1cccs1)N1CCC2(CC1)Oc1ccc(Cl)cc1C(=O)C21CC(c2ccccc2)=NO1 (stereo not drawn),24,-3,-6,-1,0,-9,10,1
O=C(NC(=S)NCC1CCCO1)c1ccccc1[N+](=O)[O-] (stereo not drawn),6,3,-2,0,-2,8,3,-5
Cc1ccc(Cl)cc1NC(=O)COC(=O)c1ccc(CN2CCCC2=O)cc1,1,-1,1,3,-13,-8,-3,2
